TbREL1 primary – TbREL1 inhibition, primary screen; 89,000 tested, 0.49% active; inhibition, % at 9.66 µM; P86926; AID 1117264; TbREL1 RNA ligation, FRET fluorescence;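 active = inhibition above the mean inhibition across all screened compounds plus 3 SD, cut at about 11% in these data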;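 note: 0% = plate median of test wells and 100% = NSC42067 control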
Target sequence (P86926 whole entry, looked up): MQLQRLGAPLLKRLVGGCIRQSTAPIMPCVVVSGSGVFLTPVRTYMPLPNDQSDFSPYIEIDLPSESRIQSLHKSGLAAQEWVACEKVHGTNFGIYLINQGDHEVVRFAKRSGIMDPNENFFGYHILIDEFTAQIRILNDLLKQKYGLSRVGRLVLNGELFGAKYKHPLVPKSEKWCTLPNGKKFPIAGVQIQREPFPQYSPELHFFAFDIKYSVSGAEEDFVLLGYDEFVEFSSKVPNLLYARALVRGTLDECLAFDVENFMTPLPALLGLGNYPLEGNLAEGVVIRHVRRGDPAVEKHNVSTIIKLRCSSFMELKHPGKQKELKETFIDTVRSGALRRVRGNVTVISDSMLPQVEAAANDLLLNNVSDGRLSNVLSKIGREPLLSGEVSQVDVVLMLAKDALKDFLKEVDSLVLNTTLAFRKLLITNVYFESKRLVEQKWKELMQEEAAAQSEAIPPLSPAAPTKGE
An asterisk follows results filed as active. Some of the compounds tested (hit frequency here may not be typical).

#	structure	TbREL1 primary
1	COc1ccc(C(C(=O)N(C)C2CCCC2)N(Cc2ccc(F)cc2)C(=O)c2ccc3ccccc3c2)cc1OC (stereo not drawn)	-4
2	Cc1n[nH]c(C)c1CCOc1ccc(C(C)C)cc1	0
3	COc1cc(OC)cc(C(=O)NNC(=O)CCCOc2ccccc2)c1	-2
4	CC(=O)c1c(C(C)=O)c(C)n(NC(=O)c2ccc(Cl)cc2)c1C	3
5	CCCS(=O)(=O)NCCc1cc2ccc(C)cc2[nH]c1=O	0
6	CCN(c1cccc(C)c1)S(=O)(=O)c1ccc(-c2ccc(=O)[nH]n2)o1	1
7	CSCC[C@H](NC(=O)C1CCN(S(=O)(=O)c2ccc(C)cc2)CC1)C(=O)NCc1ccco1	0
8	Cc1ccc(C)c(NS(=O)(=O)c2c(C)nc3sccn3c2=O)c1	1
9	Cc1sc2ncnc(OCC(=O)NCc3cccs3)c2c1C	0
10	O=C(O)CCC(=O)Nc1nnc(C(F)(F)F)s1	7
11	c1cc2c3c(cccc3c1)NC1(CCC3(CC1)Nc1cccc4cccc(c14)N3)N2	3
12	CC(=O)N1CCN(C(=O)C2CCCN(C(=O)c3ccc4c(c3)NC(=O)CS4)C2)CC1 (stereo not drawn)	1
13	CCN(CC(=O)Nc1cc(Cl)ccc1-n1cncn1)Cc1nc2ccccc2c(=O)[nH]1	-1
14	CC1CCN(C(=O)COC(=O)[C@H](C)NS(=O)(=O)/C=C/c2ccccc2)CC1	-1
15	N#C/C(C(=O)N1CCCCC1)=C1/N=C(N)c2ccccc21	1
16	O=C(Nc1cc(C(=O)N2CCCC2)ccc1N1CCCC1)C1CC1	-1
17	N#CC1=C2N=C(N)c3c(sc4c3CCCCC4)N2C2=C(C(=O)CCC2)C1c1ccccc1 (stereo not drawn)	-3
18	Cc1ccc(N2C(=O)CC2(C#N)c2ccc(OCc3ccccc3)cc2)cc1 (stereo not drawn)	4
19	CCOc1ccc(C2Oc3nc(SC)nnc3-c3ccccc3N2C(C)=O)cc1OC (stereo not drawn)	1
20	CC(C[N+](C)(C)C)OC(=O)C1(c2ccccc2)CCCC1 (stereo not drawn)	2
21	CCCCC[C@@H](C)N1C[C@@H](COCc2ccccc2)Oc2cc(N3CC[C@@H](N(C)C)C3)ccc2S1(=O)=O	14*
22	C=CCNC(=O)C1CCN(S(=O)(=O)c2ccccc2)CC1	3
23	CC(=O)Nc1cccc(-c2ccnc3c2CC(C)(C(=O)Nc2cccc(NS(C)(=O)=O)c2)O3)c1 (stereo not drawn)	-1
24	C=CCN(CC=C)S(=O)(=O)c1ncn[nH]1	2
25	COc1ccc(CCNC(=O)C/C(C)=N/NC(=O)c2ccc(Cl)cc2Cl)cc1OC	1
26	N#Cc1cnn2c(-c3ccccc3)ccnc12	3
27	COc1ccc(CNc2nc3nc(C)cc(C)n3n2)cc1OC	0
28	COc1ccccc1C(=O)NC(=O)COC(=O)c1ccc(Cl)nc1	0
29	O=C(CSc1nnc(Cc2cccs2)n1C1CCCCC1)N1CCN(C(=O)c2ccco2)CC1	2
30	CCOC(=O)c1c(N)sc2c1CCS(=O)(=O)C2	7

Going on with the list:
#	structure	TbREL1 primary
31	COc1ccc(-n2cnc3cc(N)ccc32)cc1	-6
32	CCOc1ccc(-n2cc(-c3ccccc3)c3c(=O)[nH]cnc32)cc1	1
33	O=C(O)c1ccc(Sc2nnc(-c3cccc(Br)c3)o2)c([N+](=O)[O-])c1	0
34	O=C(CNCc1ccc(F)cc1)Nc1ccc(C(=O)N2CCCCC2)cc1	-1
35	CCCOc1ccc(-c2nc(OC)c3ccccc3n2)cc1	6
36	O=C(C[C@H]1C[C@@H]2c3cc(NC(=O)C4CCC4)ccc3O[C@@H]2[C@H](CO)O1)NC1CCCCC1	-3
37	CC(C)Sc1nnc(SCC(=O)NCCCN2CCCC2=O)s1	-1
38	Cc1cc2cc3c(cc2nc1SCC(=O)OC(C)C)OCCO3	-1
39	CCOc1ccc2oc(C(=O)OCC(=O)N3CCCC(C)C3)c(C)c2c1 (stereo not drawn)	3
40	COc1ccc(C(=O)COC(=O)/C=C/c2ccco2)cc1F	3
41	O=C(NCCN1C(=O)S/C(=C/c2cccnc2)C1=O)C1CC(=O)N(Cc2ccccc2)C1 (stereo not drawn)	4
42	CCCc1nn2c(N)c(/C=C3\C=Nc4ccccc43)c(=O)nc2s1	5
43	COc1ccc(OC)c(NC(=O)CSc2ncnc3sc(C)cc23)c1	-1
44	Cc1ccc(CSCC(=O)NCCc2ccccc2)cc1	1
45	Cc1ccsc1C(=O)OCc1cc(=O)n2ccsc2n1	1
46	O=C(NC1CCCCC1)O[C@H]1CC[C@@]23CCCN2C(=O)CCC[C@H]3C1	4
47	Nc1c(C(=O)O)sc2nc(-c3ccccc3)cc(-c3ccc(Cl)cc3)c12	-5
48	CC(=O)Nc1ccc(NC(=O)C(NS(=O)(=O)c2ccc3c(c2)OCCO3)C(C)C)cc1 (stereo not drawn)	5
49	CCCCC(=O)Nc1ccc(C(=O)N2CCN(c3ccccc3OC)CC2)cc1	-1
50	C=C1C(C(C)C)N(C)C2=NC(c3ccccc3)CC(=O)N12 (stereo not drawn)	-1
51	CCCNC(=O)c1ccc(N2CCC3(CC2)CC(c2ccccc2)=NO3)c(NC(=O)Cc2ccc(F)cc2)c1	-1
52	CN(CC(=O)Nc1nc2ccccc2s1)S(=O)(=O)c1ccc(Br)cc1	6
53	O=C(c1cc2cccc([N+](=O)[O-])c2oc1=O)N1CCOCC1	0
54	CCc1ccc(-c2cc(N)n(-c3ccccc3)n2)cc1	-2
55	CCOC(=O)NN1C(=O)c2ccccc2NC1C (stereo not drawn)	-1
56	COC(=O)c1cn(-c2cccc(C)n2)cn1	1
57	CCOC(=O)C1=C2NC(=O)c3ccccc3N2C(=O)C1	2
58	Cc1nc(-c2ccc(Cl)cc2)sc1C1(C)CC(c2cccc(F)c2)=NO1 (stereo not drawn)	8
59	O=C(Nc1ccc(Cl)cc1Cl)O[C@@H]1CC[C@@]23CCCN2C(=O)CCC[C@H]3C1	1
60	COc1ccc(C2=Nn3c(nnc3-c3ccncc3)SC2)cc1	1

(listing goes on)
#	structure	TbREL1 primary
61	COC(=O)C(=O)/C=C(\O)c1c(C)cc(C)cc1C	0
62	COCCCNS(=O)(=O)c1ccc2c(c1)CCN2C(C)=O	5
63	O=C(NNC(=S)Nc1ccccc1)c1ccccc1[N+](=O)[O-]	-6
64	CCOc1ccc2nc(N(CCN(CC)CC)C(=O)c3cccc([N+](=O)[O-])c3)sc2c1	4
65	CCc1nc(SCC(=O)N2CCc3ccccc32)c2oc3ccccc3c2n1	0
66	C#CCOCCOCCOCCNc1nc(N2CCOCC2)nc(N2CCN(C(=O)[C@H](CCCCN)n3cc([C@@H](N)CC(C)C)nn3)CC2)n1	6
67	CCN(CC)S(=O)(=O)c1ccc(S(=O)(=O)Nc2c(C)nn(C)c2C)cc1	2
68	O=C(NC1CCCC1)c1cccc(S(=O)(=O)N2CCOCC2)c1	4
69	O=C(/C=C/Nc1ccc(F)cc1)c1cccs1	-1
70	Cc1ccc(CN(C)C(=O)c2cc(COc3cccc(C(F)(F)F)c3)on2)o1	0
71	O=C1CCc2cc(S(=O)(=O)N3CCN(c4ccccc4Cl)CC3)ccc2N1	1
72	CCC(c1nnc(SCC(=O)Nc2cccc(S(N)(=O)=O)c2)n1Cc1ccccc1)N(C)C (stereo not drawn)	0
73	CC1CCCC(C)N1C(=O)CCN1C(=O)C2C3C=CC(C3)C2C1=O (stereo not drawn)	3
74	COc1cc(Br)c(Br)cc1N	2
75	COC(=O)C1=C(C)NC2=C(C(=O)CCC2)C1c1cn(Cc2ccc(Br)cc2)nc1-c1ccccc1 (stereo not drawn)	-6
76	O=C(Nc1nnc(Cc2ccccc2F)s1)Nc1ccccc1F	4
77	O=C(CSc1n[nH]c(=O)n1C1CC1)NCc1ccccc1	4
78	O=C(c1cnccn1)N1CCN(c2ccccc2F)CC1	1
79	C[C@H]1C(=O)CC[C@@]23CCCN2C(=O)CCC[C@@H]13	5
80	COc1ccc(OC)c(S(=O)(=O)NCCO)c1	0
81	O=C(OCc1cn(Cc2ccc(F)cc2F)nn1)N1CCCC1	5
82	COC(CNC(=O)C(C)n1nc(C)c2ccccc21)OC (stereo not drawn)	10
83	CC[N+](CC)(CC)C/C(N)=N/O	2
84	O=C(CC1S/C(=N\S(=O)(=O)c2ccc(F)cc2)N(c2ccccc2)C1=O)Nc1ccccc1 (stereo not drawn)	0
85	CN(Cc1ccccc1)C(=O)c1cnc2n(c1=O)CCS2	2
86	CC(C)NC(=O)Nc1cccc(Cl)c1	-1
87	COc1ccc(CCN2C(=O)CCC2(C)C(=O)NC2CCCC2)cc1OC (stereo not drawn)	-3
88	O=C1CN(C(=O)COC(=O)c2ccccc2NCc2ccco2)c2ccccc2N1	-2
89	Cc1cc(C)c(C)c(S(=O)(=O)Nc2ccc(OCC(=O)O)cc2)c1C	0
90	CC(C)C(=O)NC(NC1CCS(=O)(=O)C1)C(Cl)(Cl)Cl (stereo not drawn)	5

The listing continues:
#	structure	TbREL1 primary
91	CC(C)c1nc(CNC(=O)C2CCC(=O)N(CCc3ccc(Cl)cc3)C2)no1 (stereo not drawn)	2
92	O=C(Cc1ccc(-n2c(=O)c3sccc3n(CC(=O)Nc3ccccc3F)c2=O)cc1)NCc1ccco1	0
93	O=S(=O)(c1ccc(-c2n[nH]c(=S)o2)cc1)N1CCCC1	-1
94	CC(NC(=O)c1cc(S(=O)(=O)N(C)C)ccc1Cl)C1CC2CCC1C2 (stereo not drawn)	1
95	Cc1ccccc1C(=O)NC(=S)Nc1ccc(S(=O)(=O)N2CCOCC2)cc1	0
96	CCCCNC(=O)CC(=O)Nc1ccccc1C(=O)O	0
97	CCOC(=O)C1=C(C)N(C[C@@H]2CC[C@@H](Cc3ccc(-c4ccccc4)cc3)O2)C(=O)NC1C1CC1 (stereo partly drawn)	0
98	O=c1cnc2ccccc2n1Cc1ccccc1C(F)(F)F	0
99	COc1ccccc1-c1cc(C(F)(F)F)nc(S(=O)(=O)CCCC(=O)O)n1	-2
100	COc1ccc(Oc2nc(-c3ccccc3)ncc2S(=O)(=O)c2ccccc2)cc1	0
101	CC(/C=N/n1c(-c2ccncc2)n[nH]c1=S)=C\c1ccco1	-3
102	COc1ccccc1C(=O)NCC(=O)OCC(=O)c1ccc2c(c1)-c1ccccc1C2	0
103	Cc1cccc(NC(=O)C2CCCN(C(=O)NCc3ccccc3)C2)c1C (stereo not drawn)	-1
104	O=C(N1CCC(O)(c2cccnc2)CC1)C12CC3CC(CC(C3)C1)C2	-1
105	O=S(=O)(N/N=C\c1ccc2c(c1)OCO2)c1ccc(F)cc1	-2
106	Cc1nnc2ccc(-c3ccc(NS(=O)(=O)c4ccccc4[N+](=O)[O-])cc3)nn12	0
107	COc1cccc(C(=O)Nc2ccc(NC(=O)C3C4C=CC(C4)C3C(=O)O)cc2)c1 (stereo not drawn)	-2
108	CCOC(=O)CNC(=O)Cn1cnc2c(nnn2-c2ccc(C)cc2)c1=O	1
109	CC(C)(C)OC(=O)NCc1ccc(NC(=O)c2nc[nH]c2C(=O)Nc2cc(Br)ccc2F)cc1	1
110	C[C@H](CO)N1C[C@H](C)[C@@H](CN(C)S(=O)(=O)c2cccs2)Oc2c(NS(=O)(=O)c3ccccc3)cccc2C1=O	-2
111	CC(=O)Nc1ccc(NC(=O)CSCc2cnn(-c3ccccc3)c2-n2cccc2)cc1	-2
112	Cc1cccc(NS(=O)(=O)c2cccc(C(=O)Nc3cccc(C(=O)O)c3)c2)c1	-1
113	COc1ccc(C(=O)OCC(=O)NC(C)CCc2ccccc2)cc1 (stereo not drawn)	-3
114	CC(C)CC1NC(=O)N(CC(=O)N2CCN(S(=O)(=O)c3ccc(Cl)cc3)CC2)C1=O (stereo not drawn)	1
115	COC(=O)[C@]12CCCCC=C1N(Cc1ccc(OC)cc1)C(=O)[C@@H]2CC(=O)N1CCN(C(=O)c2ccco2)CC1	-5
116	CC[C@@H](C)C(NC(=O)OC(C)(C)C)c1cn([C@@H](CCC(=O)OC(C)(C)C)C(=O)N2CCN(C(=O)OC(C)(C)C)CC2)nn1 (stereo partly drawn)	6
117	Cc1cc(Nc2ccc(F)cc2)nc(N)n1	-2
118	Cc1oc(-c2ccccc2F)nc1CSCC(=O)NCc1ccc2c(c1)OCO2	4
119	CN1CCN(c2ccc(NC(=O)COc3ccccc3Cl)cc2)CC1	0
120	COc1ccc(COC(=O)c2c(C)nn(-c3ccccc3)c2Cl)cc1	0

The list goes on; the last 3 above are carried over.
#	structure	TbREL1 primary
118	Cc1oc(-c2ccccc2F)nc1CSCC(=O)NCc1ccc2c(c1)OCO2	4
119	CN1CCN(c2ccc(NC(=O)COc3ccccc3Cl)cc2)CC1	0
120	COc1ccc(COC(=O)c2c(C)nn(-c3ccccc3)c2Cl)cc1	0
121	COc1cc(Cl)c(C)cc1NC(=O)COC(=O)C(NS(=O)(=O)c1ccc(Cl)cc1)C(C)O (stereo not drawn)	0
122	O=C(O)CCn1c(=O)c2ccccc2c2ccccc2c1=O	3
123	CN(CC(=O)Nc1ccccc1Oc1ccccc1)Cc1ccccc1F	6
124	Cc1cc(C(=O)Nc2ccc(F)cc2)n(-c2ccccc2)n1	7
125	COCCCNC(=O)[C@@H](Cc1ccccc1)NC(=O)[C@H]1O[C@@H](n2ccc(=O)[nH]c2=O)[C@H](O)[C@@H]1O	2
126	CSc1ncccc1C(=O)OCC(=O)NC1CCS(=O)(=O)C1 (stereo not drawn)	-2

Some of the entries so far, as labelled records:
63) O=C(NNC(=S)Nc1ccccc1)c1ccccc1[N+](=O)[O-]
  TbREL1 primary = -6
64) CCOc1ccc2nc(N(CCN(CC)CC)C(=O)c3cccc([N+](=O)[O-])c3)sc2c1
  TbREL1 primary = 4
65) CCc1nc(SCC(=O)N2CCc3ccccc32)c2oc3ccccc3c2n1
  TbREL1 primary = 0
66) C#CCOCCOCCOCCNc1nc(N2CCOCC2)nc(N2CCN(C(=O)[C@H](CCCCN)n3cc([C@@H](N)CC(C)C)nn3)CC2)n1
  TbREL1 primary = 6
